PRMT1 inh – blocks human protein arginine methyltransferase 1. inhibition, % at 2.79 µM. Q99873. hit rate 1.3% among 370,000. recombinant PRMT1, activity-based probe fluorescence polarization;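 active = inhibition above about 21% made by adding two undisclosed values, limit read from the data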
Target sequence (Q99873 whole entry, looked up): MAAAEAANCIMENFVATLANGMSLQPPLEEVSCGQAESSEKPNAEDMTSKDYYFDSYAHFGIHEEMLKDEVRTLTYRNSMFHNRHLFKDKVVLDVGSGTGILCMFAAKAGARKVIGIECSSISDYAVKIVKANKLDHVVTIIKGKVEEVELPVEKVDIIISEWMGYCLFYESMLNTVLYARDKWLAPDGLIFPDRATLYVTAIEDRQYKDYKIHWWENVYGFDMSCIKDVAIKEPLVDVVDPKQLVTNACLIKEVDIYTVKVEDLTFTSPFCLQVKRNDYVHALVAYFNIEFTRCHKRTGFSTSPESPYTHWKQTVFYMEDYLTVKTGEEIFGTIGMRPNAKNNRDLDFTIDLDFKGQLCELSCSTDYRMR
ABHD4 inh – inhibitors of mouse ABHD4. Q8VD66. purified mABHD4, FP-Rh probe fluorescence polarization. inhibition, % at 8.92 µM. hit rate 0.54% among 370,000. AID 720543;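 active = inhibition exceeding the mean over every tested compound plus 3 SD, cut at about 30% in these data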;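 also: 0% = plate median of compound wells and 100% = S159A mutant with DMSO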
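assay system = mABHD4 protein | compound dosing = single nominal dose of 8.92 µM, 0.89% DMSO final | read-out basis = percent inhibition of probe binding, normalized to plate controls | schedule = Enzyme–compound pre-incubation 45 min, then probe 60 min, both 25 °C | detection = fluorescence polarization, excitation 525 nm, emission 598 nm, BODIPY TMR filters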
TCR CD3 inh – human TCR-CD3 binding inhibition | hit rate 0.37% among 360,000 | TAMRA-labeled TCR probe fluorescence, biochemical | inhibition, % at 9.4 µM; in the data active = inhibition above about 19%;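 also: recombinant mutant TCR 2C K166C tagged with TAMRA read by polarization; 0% = receptor in buffer alone and 100% = receptor with positive control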
UHRF1 MBD2 ctr – human UHRF1 methylated DNA binding inhibitors; Q96T88; inhibition, % at 4.4 µM; UHRF1 binding to methylated oligo, TR-FRET; hit rate 0.75% among 370,000; in the data active = inhibition above about 21%;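 also: UHRF1 SRA domain binding a hemimethylated CpG hairpin DNA probe; 0% = median of test compound wells and 100% = reference inhibitor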
MBD2 inh – inhibitors of human MBD2 binding to methylated oligonucleotide | Q9UBB5 | TR-FRET | inhibition, % at 4.4 µM | hit rate 0.31% among 370,000; in the data active = inhibition above about 13%
HTRA1 inhibitor – blocks human HTRA1 serine peptidase; inhibition, % at 5.96 µM; recombinant HTRA1, FP-rhodamine activity-based probe, fluorescence polarization; hit rate 0.5% among 340,000; in the data active = inhibition above about 36%;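 also: 0% = enzyme with DMSO and 100% = wells lacking enzyme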
Target sequence (Q92743 whole entry, looked up): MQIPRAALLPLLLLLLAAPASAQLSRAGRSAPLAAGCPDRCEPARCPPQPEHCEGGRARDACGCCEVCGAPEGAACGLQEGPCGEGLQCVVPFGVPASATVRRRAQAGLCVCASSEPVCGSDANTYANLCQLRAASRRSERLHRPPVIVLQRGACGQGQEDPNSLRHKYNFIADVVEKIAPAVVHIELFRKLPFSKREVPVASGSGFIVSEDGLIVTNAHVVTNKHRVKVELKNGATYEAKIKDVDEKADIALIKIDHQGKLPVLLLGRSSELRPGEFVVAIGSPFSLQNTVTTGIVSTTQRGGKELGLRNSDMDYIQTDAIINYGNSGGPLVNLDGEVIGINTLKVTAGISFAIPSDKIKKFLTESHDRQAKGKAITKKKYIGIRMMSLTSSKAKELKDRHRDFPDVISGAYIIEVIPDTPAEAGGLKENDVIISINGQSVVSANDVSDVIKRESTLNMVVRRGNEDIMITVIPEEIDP
NR1D1 modulator – Rev-erb alpha (human) modulation; Rev-erbα–FITC-DNA binding, fluorescence polarization, 90 min; hit rate 0.79% among 370,000; P20393; activity, % at 10 µM;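 active = activity above about 14%, limit read from the data; passing the limit was not always enough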;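 also: 0% = DMSO wells with 35 nM protein and 100% = DMSO wells with 750 nM protein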
LEDGF integ inh – blocks HIV-1 LEDGF/p75-dependent DNA integration; inhibition, % at 3.7 µM; hit rate 0.64% among 370,000; TR-FRET IN-LEDGF/p75 DNA integration, Eu/Cy5;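 active = inhibition above the screen-wide mean plus 3 SD, cut at about 13% in these data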;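 also: signal is the Cy5 over europium emission ratio at 671 and 618 nm; 0% = plate median of compound wells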
PG9 Ab binder – binds the HIV-1 gp120 antibody PG9. hit rate 0.43% among 360,000. inhibition, % at 6.7 µM. TR-FRET gp120-PG9 antibody binding; in the data active = inhibition above about 8.5%
rCAG RNA binder – binds r(CAG) RNA repeats; r(CAG) RNA repeat, TO-PRO-1 dye displacement fluorescence; inhibition, % at 3 µM; hit rate 1.3% among 370,000;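 active = inhibition above the plate cutoff, the mean of all test compounds on that plate plus 3 SD, cut at about 35% in these data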;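 also: 0% = DMSO alone and 100% = 100 µM mitoxantrone as full dye displacement; higher means more dye released from RNA so lower well fluorescence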
Numbers without * were called inactive; . = no result given; & = joins results of further samples. These rows are one share of the data; the hit share may differ from the screen's.

canonical_smiles	NR1D1 modulator	ABHD4 inh	PG9 Ab binder	PRMT1 inh	LEDGF integ inh	UHRF1 MBD2 ctr	MBD2 inh	TCR CD3 inh	HTRA1 inhibitor	rCAG RNA binder
Cc1ccc(S(=O)(=O)N2CCN(C(=O)COC(=O)CNC(=O)c3ccc(Cl)cc3Cl)CC2)cc1	-2	-2	-0.9	-2	-3	-2	-2	5	8	-3
O=C(CN1CCN(C(c2ccccc2)c2ccccc2)CC1)N1CCN(c2ccccc2)CC1	9	-1	0.3	0	-1	-3	0	0	.	0
O=C(c1cc(-c2ccc(Cl)s2)nc2ccccc12)N1CCCC1	5	-9	1.2	3	2	1	9	-1	-20	1
CN(C)S(=O)(=O)c1ccc(Cl)c(C(=O)NNC(=O)Cc2nc3ccccc3n2C)c1	-3	-10	1.3	4	-1	-5	1	0	7	4
CN(C)CCC(c1ccccc1)c1ccccn1 (stereo not given)	0&-2&-7&8	5&5&-1	-0.1&0.5&-0.3	4&-2&-2	-3&-1&-4	2&-3&1	-3&2&-4	3&7&-8	3&4&6	1&2&-1
Cc1nn(C)cc1CN1CCC(CO)(CCOc2ccccc2)CC1	-6	-4	1.3	1	4	0	-1	6	5	-3
CCOc1ccc(Br)cc1S(=O)(=O)NC1CC(C)(C)NC(C)(C)C1	-2	-18	-0.6	1	-2	3	-2	-8	3	-1
COc1ccc(C(=O)Nc2ccnn2C2CCN(C(C)CSC)CC2)cc1 (stereo not given)	2	0	-2.0	1	-1	-1	-2	-6	3	-4
CC1CCN(c2nc(/C=C/c3ccccc3)nc3ccccc23)CC1	-5	-19	-0.8	-1	2	-1	-1	-3	-51	2
Cc1cc(-c2ccccc2)nc2cc(C(=O)OC(C)C)nn12	-1	-1	1.2	5	-4	0	-4	1	-2	0
O=C(c1ccc(S(=O)(=O)Nc2ccccc2F)cc1)N1CCCCCC1	-1	5	0.5	6	-1	0	7	-2	6	1
O=S(=O)(c1ccccc1)c1nc(-c2ccc(Cl)cc2)oc1NCCCN1CCOCC1	4	0	-1.1	-1	1	-3	-1	1	-1	1
Cn1cc(CN2CCN(c3ccccc3)CC2)c2ccccc21	-1	-3	1.0	0	-1	1	0	-4	0	-10
COc1ccc(CC(=O)Nc2ccc(-c3csc(C)n3)cc2)cc1	0	3	0.1	-1	1	-1	4	6	0	-3
Cc1cc(=O)oc2c(C)c(OCC(=O)NCCCN3CCCC3=O)ccc12	2	4	-0.2	3	-1	6	9	0	2	-5
CCN(CC)S(=O)(=O)c1ccc(C(=O)NCCSc2c[nH]c3ccccc23)cc1	0	-8	1.1	1	6	1	-2	-1	-11	3
O=c1oc2ccccc2c(=O)c2ccccc12	-2	5	-2.2	1	1	0	-2	-3	8	2
CCOC(=O)N1CCC(N2CCCC(C(=O)c3ccc4cc(OC)ccc4c3)C2)CC1 (stereo not given)	-2	-1	-0.5	-3	5	4	-5	-6	-9	-4
COc1cccc(NC(=O)CN(C)C(=O)Cc2ccc(Cl)cc2Cl)c1	-4	-6	0.2	1	1	0	-5	1	-25	3
CCc1nn(C(C)C(=O)NCCc2ccc(OC)c(OC)c2)c(=O)c2cc3occc3n12 (stereo not given)	-3	0	0.6	0	3	-1	-6	4	1	-2

The closing two entries of the part above come first, to join the parts.
canonical_smiles	NR1D1 modulator	ABHD4 inh	PG9 Ab binder	PRMT1 inh	LEDGF integ inh	UHRF1 MBD2 ctr	MBD2 inh	TCR CD3 inh	HTRA1 inhibitor	rCAG RNA binder
COc1cccc(NC(=O)CN(C)C(=O)Cc2ccc(Cl)cc2Cl)c1	-4	-6	0.2	1	1	0	-5	1	-25	3
CCc1nn(C(C)C(=O)NCCc2ccc(OC)c(OC)c2)c(=O)c2cc3occc3n12 (stereo not given)	-3	0	0.6	0	3	-1	-6	4	1	-2
CCN(Cc1ccncc1)Cc1nc(Cc2ccccc2Cl)no1	2	6	-0.5	-1	-4	-1	-1	-1	-10	-5
CC(=O)Oc1cccc(C(=O)Nc2ccccc2C(=O)N2CCCC2)c1	3	0	2.2	4	-2	2	1	-7	-1	-6
Cc1ccc(C2C(C#N)=C(N)N(c3cccnc3)C3=C2C(=O)CCC3)c(C)c1 (stereo not given)	-2	0	-0.2	0	4	2	1	7	6	-5
CCS(=O)(=O)c1ccc2c(c1)N(S(=O)(=O)c1ccc(OC)cc1)CC(C(=O)O)O2 (stereo not given)	-2	-8	1.0	0	-2	0	-2	2	7	6
C/C(=N\N=C1/SC(CC(=O)O)C(=O)N1c1ccccc1)c1ccc(C)cc1 (stereo not given)	3	7	-1.6	1	0	-3	0	0	8	18
COc1ccc(OCCSc2ncnc3nc[nH]c23)cc1	-4	0	-0.2	3	-4	2	2	-7	3	2
O=C(NCCc1nc2ccc(Cl)cc2[nH]1)C1CCC(=O)N(Cc2cccc(F)c2)C1 (stereo not given)	1	-2	-0.5	-2	-1	-2	0	11	2	-1
COC(=O)c1c(NC(=O)CN2CCC3(O)CCCCC3C2c2ccc(F)cc2)sc(C)c1C (stereo not given)	-3	-10	-1.4	-3	5	4	2	-12	-32	8
CC(C)CN(C(=O)COC(=O)CCSc1ccc(Cl)cc1)c1c(N)n(Cc2ccccc2)c(=O)[nH]c1=O	0	6	1.5	1	0	-1	4	-1	0	2
Cc1ccc(C2C3=C(CC(C)(C)CC3=O)Nc3n[nH]c(C)c32)cc1 (stereo not given)	1	-2	0.6	5	-1	0	4	4	2	-2
CC(=O)Nc1cccc(N2C(=O)CC(N3CCC(C(=O)N4CCCCC4)CC3)C2=O)c1 (stereo not given)	-1	2	0.1	79*	-1	0	4	-3	-3	-2
Cc1cccc(C)c1-n1nnnc1C(c1ccnc2ccccc12)N1CCN(C(=O)OCc2ccccc2)CC1 (stereo not given)	0	0	1.0	0	-1	3	-2	-1	.	3
COc1ccc(-n2c(SCc3ccc([N+](=O)[O-])cc3)nnc2-c2ccccc2)cc1	3	-1	-2.1	0	-4	-3	0	10	-21	3
O=C(Cc1c(F)cccc1Cl)Nc1ccon1	1	-1	-4.6	0	3	-2	2	2	5	0
CC1(C)Cc2c(sc3nc(SCC(=O)O)nc(N)c23)CO1	-6	-2	0.3	0	0	-3	3	-4	0	2
COc1cccc(NC(=O)[C@@H]2CCC(=O)N2C2OC(=O)c3ccccc32)c1 (stereo not given in full)	-5	-14	0.3	1	0	1	7	-5	-1	2
COCC(=O)Nc1cc(C(=O)OC)cc(C(=O)OC)c1	-5	-2	0.1	-1	0	-2	4	6	0	0
O=C(NCc1ccncc1)C1Cc2c(-c3ccc4c(c3)OCO4)ccnc2O1 (stereo not given)	1	-1	1.8	40*	1	3	3	5	.	-1
CCOC1Cc2ccccc2N(C(N)=O)c2ccccc21 (stereo not given)	0	-5	0.6	-2	0	2	3	1	2	-2
Cc1ccc(SCC(=O)OCC(=O)NC(C)c2ccc(F)cc2)cc1 (stereo not given)	1	-2	0.5	0	0	-3	-5	2	5	3
O=C(CCc1ccc(S(=O)(=O)NCCc2ccccc2)cc1)Nc1ccc2c(c1)OCO2	-1	0	1.5	4	0	0	-4	3	1	10
COc1cccc(-c2nc(CSCC(=O)NCC3CCCO3)c(C)o2)c1 (stereo not given)	3	1	0.7	3	1	1	4	8	-2	-6
CCOc1cc(C(=O)Nc2ccc(F)cc2)cc(Br)c1OC	-3	10	-1.0	2	-3	1	-3	-2	-26	3
O=C(Nc1ccccc1N1CCN(C(=O)c2ccccc2)CC1)c1cccc(Cl)c1	4	0	-0.2	-1	-2	1	0	-1	-24	-2
CC(C(=O)N1CCCCC1)N(C)CC(=O)Nc1ccc(Cl)cc1 (stereo not given)	1	2	-0.3	2	-2	0	1	2	-3	-4
COc1ccccc1OCCC(=O)OCC(=O)Nc1ncc(Cl)cc1Cl	-7	-1	0.4	3	4	-1	1	0	0	-2
O=C(Cn1cnc2cc([N+](=O)[O-])ccc2c1=O)NCCc1ccc(Cl)cc1	-4	3	-1.3	-1	2	-2	-5	5	-11	6
CC(C)c1ccc(CNc2ccc3c(c2)ncn3C)cc1	0	7	-3.8	4	2	-1	-2	7	13	-5
Cc1cc(C)n2nc(SCC(=O)N3CCN(c4ccc(F)cc4)CC3)nc2n1	5	2	-0.7	-3	1	10	-3	3	2	2
COc1ccc(C2CC(=O)C(C=NCCCN3CCOCC3)=C(O)C2)cc1 (stereo not given)	3	-6	-1.1	1	1	-6	1	1	6	-6
Cc1cccc(NC(=O)c2ccc(S(=O)(=O)N3CCN(C)CC3)cc2)c1C	4	-1	1.0	-4	4	2	-4	11	9	4
CCC(C)N1C(=O)S/C(=C/c2ccc(Sc3nc4ccccc4[nH]3)o2)C1=O (stereo not given)	8	-40	-0.1	2	-1	0	0	2	-50	9
Cc1ccc(S(=O)(=O)N2CCCC2C(=O)N2CCN(c3ccccc3)CC2)cc1C (stereo not given)	3	-3	.	-6	0	1	4	.	.	-1
CC(C)CNC(=O)c1ccc(NC(=O)c2ccccc2[N+](=O)[O-])cc1	5	-2	2.3	-3	1	-2	-5	1	-4	2
Cn1c2c(c(=O)n(C)c1=O)CN(Cc1ccc3c(c1)OCO3)CN2	2	1	-1.9	-5	3	-3	-1	1	-2	1
Cc1cccc(NS(=O)(=O)c2ccc(C)c(C(=O)NCc3ccccn3)c2)c1	1	-6	-0.5	0	1	2	2	-4	-4	-1
CCSc1nc2sc3c(c2c(=O)n1-c1ccc(OC)cc1)CCN(C)C3	-4	1	-2.1	-5	0	-1	-2	0	-14	1
COCCCNC(=O)c1ccccc1NS(C)(=O)=O	-3	1	-0.3	1	0	-1	-4	1	0	-1
CC(C)N1C(=O)CCC1C(=O)NCc1ccc(F)cc1Cl (stereo not given)	2	3	1.0	-2	-1	-3	3	-2	1	-3
CC(=O)Nc1ccc(NC(=O)CSc2nc(N)c(NC(=O)c3ccccc3F)c(=O)[nH]2)cc1	-16	-2	-1.6	-5	1	7	1	11	6	6
Cc1cccc2nc(Cn3c(=O)n(CCCC(=O)NCc4ccco4)c(=O)c4ccccc43)cc(=O)n12	-9	8	0.4	5	-1	-1	-2	-7	2	-1
CCCc1cc(-c2[nH]ncc2-c2ccc3c(c2)OCCCO3)c(O)cc1O	3	8	1.5	1	0	6	-2	-6	9	5
COC(=O)C1CC(O)CN1C(=O)Nc1cccc(C(F)(F)F)c1 (stereo not given)	2	-2	-0.9	0	-1	1	2	-6	10	-1
O=C(COC(=O)c1ccccc1Cl)Nc1nccs1	-2	4	2.8	-3	1	2	-3	3	3	4
Cc1ccc(C(=O)/C=C/c2ccc(F)cc2)o1	1	13	-0.4	0	3	0	0	10	-5	0
C=CCn1c(SCC(=O)Nc2ccccc2F)nc2ccccc2c1=O	5	-4	3.5	-1	-2	-2	1	-1	5	-4
O=C(CS(=O)CC(=O)N(c1ccccc1)C(C(=O)NC1CCCC1)c1cccs1)Nc1ccc(F)cc1 (stereo not given)	2	0	-0.2	7	0	1	0	-3	3	-2
CCCc1cc(=O)[nH]c(SCCCCN2C(=O)c3ccccc3C2=O)n1	4	4	-2.0	4	-3	-1	-6	-2	1	-5
CCn1cc(C(=O)Nc2ccc(Oc3cccnc3)cc2)c2ccccc21	-4	-30	-2.0	10	-1	3	6	-5	.	3

Compound activity from PubChem.
